# 697 NFkB inh = inhibitors of the PMA/ionomycin-induced NF-kB reporter in 697 B cells. 697 B-cell NF-kB luciferase reporter, 16 h. inhibition, % at 4 µM. 0.33% of 330,000 active. AID 435022; in the data active = inhibition above about 35%
# Mdm2 MdmX PPI = disrupts the human Mdm2-MdmX interaction; AID 485346; inhibition, % at 8 µM; SaOS-2 split-luciferase Mdm2/MdmX complementation, luminescence; O15151+Q00987; 3% of 330,000 active;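 active = inhibition of at least 50% at 8 µM in the primary screen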
# Target sequence (O15151 whole entry, looked up): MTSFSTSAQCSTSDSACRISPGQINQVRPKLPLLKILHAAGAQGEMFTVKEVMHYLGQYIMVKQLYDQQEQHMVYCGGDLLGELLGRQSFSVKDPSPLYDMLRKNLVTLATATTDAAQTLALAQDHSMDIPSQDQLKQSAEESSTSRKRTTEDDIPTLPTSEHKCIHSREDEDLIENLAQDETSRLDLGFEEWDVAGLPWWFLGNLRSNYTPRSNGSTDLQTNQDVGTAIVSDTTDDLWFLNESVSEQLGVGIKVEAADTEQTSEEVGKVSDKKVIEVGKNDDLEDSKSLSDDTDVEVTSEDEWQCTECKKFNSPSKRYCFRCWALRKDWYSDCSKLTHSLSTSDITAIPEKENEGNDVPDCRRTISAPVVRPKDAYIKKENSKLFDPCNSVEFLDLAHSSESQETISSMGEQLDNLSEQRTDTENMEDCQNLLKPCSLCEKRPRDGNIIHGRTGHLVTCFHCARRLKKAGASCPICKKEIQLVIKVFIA
# Target sequence (Q00987 whole entry, looked up): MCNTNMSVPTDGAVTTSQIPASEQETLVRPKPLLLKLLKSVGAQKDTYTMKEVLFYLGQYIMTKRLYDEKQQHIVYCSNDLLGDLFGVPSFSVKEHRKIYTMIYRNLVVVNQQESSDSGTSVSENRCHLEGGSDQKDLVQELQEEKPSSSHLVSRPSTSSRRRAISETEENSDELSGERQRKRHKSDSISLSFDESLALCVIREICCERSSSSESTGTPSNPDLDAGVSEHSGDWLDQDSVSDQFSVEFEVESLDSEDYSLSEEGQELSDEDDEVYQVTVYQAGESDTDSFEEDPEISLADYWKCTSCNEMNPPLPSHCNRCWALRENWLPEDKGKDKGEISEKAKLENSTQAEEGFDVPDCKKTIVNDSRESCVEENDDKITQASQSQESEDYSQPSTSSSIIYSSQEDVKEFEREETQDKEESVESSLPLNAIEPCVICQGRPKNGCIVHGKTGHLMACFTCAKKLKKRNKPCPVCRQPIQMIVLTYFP
# tim10-1 inh = growth inhibitors of tim10-1 mutant yeast; inhibition, % at 20 µM; S. cerevisiae tim10-1 ts strain growth, BacTiter-Glo, 24 h; 2.2% of 330,000 active;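 active = inhibition of at least 40%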;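 also: mutant grown at 25 °C; 0% = DMSO wells with yeast and 100% = wells holding no yeast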
# Jurkat NFkB inh = lowers PMA/ionomycin-induced NF-kB signal in Jurkat cells; inhibition, % at 4 µM; 0.53% of 330,000 active; PMA/ionomycin-induced NF-kB luciferase reporter, luminescence; AID 435003; in the data active = inhibition above about 50%
# TIM10 inh = TIM10 yeast growth inhibition. AID 463195. 1.4% of 330,000 active. inhibition, % at 10 µM. S. cerevisiae TIM10 strain growth, BacTiter-Glo luminescence, 24 h;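 active = inhibition of 40% or more at the single tested concentration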;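 also: wild-type TIM10 isogenic control strain grown at permissive 25 °C; 0% = DMSO yeast wells and 100% = minimal medium wells without yeast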
# UPR CHOP act = apoptotic UPR (CHOP) activation | activation, % at 10 µM | 0.34% of 330,000 active | CHO-CHOP luciferase reporter, luminescence; percent of tunicamycin response over DMSO baseline | AID 449763;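 active = at 10 µM dose, activation of 40% or more, normalized to positive control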;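 also: 100% = tunicamycin at 10 µg/mL and 0% = DMSO alone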
#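 assay system = CHO CHOP reporter cells | amount = 500 CHO-CHOP cells per well | buffer or medium = F12 with 10% FBS | incubation = 16-18 h cell attachment, then 6 h compound exposure, 37 °C | detection = luminescence read with Steady-Glo | read-out = percent activation relative to tunicamycin control | controls = tunicamycin high control, DMSO low control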
# XBP1 UPR activ = adaptive UPR (XBP1) activation | CHO-XBP1 luciferase reporter, IRE1-XBP1 UPR activation, luminescence; percent of tunicamycin response, DMSO as zero | 0.33% of 330,000 active | activation, % at 20 µM;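 active = versus positive control, 20 µM dose yields 30% or more activation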;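 also: 100% = tunicamycin at 10 µg/mL and 0% = DMSO only wells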
#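 Material: CHO cell line with stable XBP1 luciferase reporter; schedule: 16-18 h cell attachment at 37 °C, then 6 h compound exposure; signal: glow luminescence from Steady-Glo reagent; medium: serum-containing F12 medium, 10% FBS; benchmarks: tunicamycin 10 µg/mL and vehicle-only wells; read-out: percent activation relative to tunicamycin reference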
# tim23-1 inh = inhibits growth of tim23-1 mutant yeast | AID 463212 | 1.3% of 330,000 active | inhibition, % at 20 µM | S. cerevisiae tim23-1 growth, BacTiter-Glo luminescence, 24 h;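 active = growth inhibition of the mutant yeast at or above 50%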;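 also: temperature-sensitive mutant grown at 25 °C; plate controls were DMSO-treated mutant yeast for no effect and medium wells lacking yeast for full effect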
# The depositor's hits bear a star.
# Order of results – 697 NFkB inh, Mdm2 MdmX PPI, tim10-1 inh, Jurkat NFkB inh, TIM10 inh, UPR CHOP act, XBP1 UPR activ, tim23-1 inh
- O=Cc1cccn1Cc1ccc(Cl)cc1Cl
  -40.7, 6.8, 7.9, -1.4, -10.2, -1.2, -1.0, 21.8
- Cc1cccc(C)c1NC(=O)CNCC(=O)Nc1c(C)cccc1C
  17.1, -42.1, 3.7, 4.7, -0.1, -1.8, -2.4, 4.1
- COc1ccc(CNC(=O)Cn2nc([N+](=O)[O-])c(Br)c2C)cc1
  -2.6, 5.1, 12.0, 1.5, 3.2, -1.4, -1.8, 5.3
- Cc1ccc(NC(=O)Nc2ccnc(-c3cccnc3)n2)cc1
  -13.7, 76.1*, -79.1, 62.4*, -40.4, 8.6, 3.5, -21.7
- Cc1cc(NS(=O)(=O)c2ccc(NC(=O)NC3CCCCC3)cc2)no1
  8.0, -20.3, 11.1, -0.8, -11.2, -0.9, 0.1, -2.8
- Cc1cc(C)c(C)c(S(=O)(=O)N[C@@H](C)C(=O)OC(C)C(=O)NC(N)=O)c1C (stereo partly specified)
  19.3, -23.5, 11.7, 2.3, -12.2, 0.0, -0.6, 5.6
- CC(NC(=S)Nc1ccccc1)C1COc2ccccc2O1 (stereo unspecified)
  -8.8, 17.4, 44.1*, -11.4, 47.6*, -2.6, -2.8, 34.5
- Cc1c(NC(=S)N/C(=N/S(=O)(=O)c2ccc(Cl)cc2)c2ccccc2)c(=O)n(-c2ccccc2)n1C
  -0.6, 10.0, -11.2, 7.7, 9.7, -0.5, -1.5, 13.0
- Nc1ccn(-c2ncc(C(F)(F)F)cc2Cl)c(=O)n1
  -0.4, -2.2, -0.3, -9.3, 3.9, -2.6, -2.4, 0.9
- C/C(=N/NC(=O)CNC(=O)c1cccs1)c1ccco1
  3.7, -9.5, -1.4, 0.9, 1.9, 0.3, -3.9, -8.6
- Cc1nn(-c2ccccc2)c2c1/C(=N/O)CC(C)(C)C2
  20.4, 7.0, 18.1, 6.3, 22.3, -0.8, 4.5, 30.6
- CC(OC(=O)CCC(=O)c1ccc(F)cc1)C(=O)NC1CCCCC1C (stereo unspecified)
  -2.0, 24.4, 15.7, 11.9, -5.7, 0.8, -2.7, 20.0
- O=C(CCC1COc2ccccc2O1)Nc1ncccc1O (stereo unspecified)
  -37.6, 9.8, -17.0, -1.8, -11.7, 0.6, 1.3, -11.8
- Cc1ccccc1NC(=O)C1CCCN1/C=C/C(=O)C(F)(F)F (stereo unspecified)
  17.8, 14.0, 2.7, 17.1, 2.9, 0.1, -4.5, -4.1
- Cc1cc(C(F)F)nn1CC(=O)N1CCSCC1
  3.0, 10.8, 5.5, -10.6, -9.7, 2.7, 0.1, -3.4
- COc1ccc(-c2noc3c2-c2nc(-c4ccc(Cl)cc4)sc2CC3)cc1
  19.3, 7.8, 9.9, 5.2, 5.5, 0.1, 3.0, 3.6
- CCN(C(=O)c1ccc(S(=O)(=O)N2CCCC2)cc1)C1CCS(=O)(=O)C1 (stereo unspecified)
  19.4, -3.7, 2.2, 4.2, 9.8, 0.4, -1.1, 6.7
- Cc1ccc(Cn2nc(C)c(/C=N/NC(=O)c3cccnc3)c2C)cc1
  -8.0, 21.4, -19.6, 6.4, -19.6, -1.9, 1.3, 3.3
- CCCc1cc(=O)[nH]c(SCC(=O)Nc2sccc2C#N)n1
  10.5, 20.0, -11.7, -3.7, 0.4, -0.5, -1.1, 4.3
- CN(C)S(=O)(=O)c1ccc(Cl)c(NC(=O)COC(=O)CN2C(=O)C3CCCCC3C2=O)c1 (stereo unspecified)
  13.9, 17.8, 11.5, 17.6, 8.8, -1.9, 2.7, -6.0

# 14 structures out of the list, ordered by molecular weight, ascending:
# Order of results – 697 NFkB inh, Mdm2 MdmX PPI, tim10-1 inh, Jurkat NFkB inh, TIM10 inh, UPR CHOP act, XBP1 UPR activ, tim23-1 inh
- O=Cc1cccn1Cc1ccc(Cl)cc1Cl
  -40.7, 6.8, 7.9, -1.4, -10.2, -1.2, -1.0, 21.8
- Cc1nn(-c2ccccc2)c2c1/C(=N/O)CC(C)(C)C2
  20.4, 7.0, 18.1, 6.3, 22.3, -0.8, 4.5, 30.6
- Nc1ccn(-c2ncc(C(F)(F)F)cc2Cl)c(=O)n1
  -0.4, -2.2, -0.3, -9.3, 3.9, -2.6, -2.4, 0.9
- O=C(CCC1COc2ccccc2O1)Nc1ncccc1O (stereo unspecified)
  -37.6, 9.8, -17.0, -1.8, -11.7, 0.6, 1.3, -11.8
- Cc1ccc(NC(=O)Nc2ccnc(-c3cccnc3)n2)cc1
  -13.7, 76.1*, -79.1, 62.4*, -40.4, 8.6, 3.5, -21.7
- CC(NC(=S)Nc1ccccc1)C1COc2ccccc2O1 (stereo unspecified)
  -8.8, 17.4, 44.1*, -11.4, 47.6*, -2.6, -2.8, 34.5
- Cc1cccc(C)c1NC(=O)CNCC(=O)Nc1c(C)cccc1C
  17.1, -42.1, 3.7, 4.7, -0.1, -1.8, -2.4, 4.1
- Cc1ccc(Cn2nc(C)c(/C=N/NC(=O)c3cccnc3)c2C)cc1
  -8.0, 21.4, -19.6, 6.4, -19.6, -1.9, 1.3, 3.3
- CC(OC(=O)CCC(=O)c1ccc(F)cc1)C(=O)NC1CCCCC1C (stereo unspecified)
  -2.0, 24.4, 15.7, 11.9, -5.7, 0.8, -2.7, 20.0
- Cc1cc(NS(=O)(=O)c2ccc(NC(=O)NC3CCCCC3)cc2)no1
  8.0, -20.3, 11.1, -0.8, -11.2, -0.9, 0.1, -2.8
- COc1ccc(CNC(=O)Cn2nc([N+](=O)[O-])c(Br)c2C)cc1
  -2.6, 5.1, 12.0, 1.5, 3.2, -1.4, -1.8, 5.3
- COc1ccc(-c2noc3c2-c2nc(-c4ccc(Cl)cc4)sc2CC3)cc1
  19.3, 7.8, 9.9, 5.2, 5.5, 0.1, 3.0, 3.6
- CCN(C(=O)c1ccc(S(=O)(=O)N2CCCC2)cc1)C1CCS(=O)(=O)C1 (stereo unspecified)
  19.4, -3.7, 2.2, 4.2, 9.8, 0.4, -1.1, 6.7
- Cc1c(NC(=S)N/C(=N/S(=O)(=O)c2ccc(Cl)cc2)c2ccccc2)c(=O)n(-c2ccccc2)n1C
  -0.6, 10.0, -11.2, 7.7, 9.7, -0.5, -1.5, 13.0

# (listing goes on)
# Order of results – 697 NFkB inh, Mdm2 MdmX PPI, tim10-1 inh, Jurkat NFkB inh, TIM10 inh, UPR CHOP act, XBP1 UPR activ, tim23-1 inh
- Cc1cc(C)n(CCC(=O)N/N=C/c2c(O)ccc3ccccc23)n1
  -0.3, 72.9*, -4.3, 27.5, 19.5, -0.7, -1.1, 54.3*
- Cc1ccc(C)c(-n2c(SCC(=O)NC(C(=O)O)C(C)C)nnc2-c2cccc(Cl)c2)c1 (stereo unspecified)
  1.4, -0.1, 12.0, -21.8, -7.5, 0.1, -2.0, 6.3
- O=c1oc(-c2ccccc2)nc2sc3c(c12)CCC3
  -6.1, -15.7, 37.1, 13.7, 42.4*, 6.3, 1.1, 35.2
- CCCCSc1nnc(-c2ccc(NC(=O)CC)cc2)n1C
  3.3, 22.2, 13.8, -7.5, 10.3, 0.8, 0.6, 0.9
- Cc1ccc(-n2c(CCc3nc4ccccc4[nH]3)n[nH]c2=S)cc1
  0.8, 6.1, 15.4, -2.0, -7.6, -0.2, -0.8, 10.9
- O=c1c(-c2ccc(Br)cc2)coc2c(CN3CCCCC3)c(O)ccc12
  6.5, 0.6, 34.2, 4.0, 16.1, 3.6, -2.3, 34.3
- O=C(c1ccccc1)c1c(O)cc(-c2ccccc2)oc1=O
  4.7, -23.6, 10.3, -1.2, -16.2, 2.9, -5.7, 18.3
- CCCSCCCNC(=O)Cn1nc(CC)n2c(cc3c(OC)cccc32)c1=O
  -5.5, 39.9, -1.4, 13.0, 4.7, 1.8, -2.7, -0.4
- COC(=O)CSc1nc(-c2ccc(F)cc2)cc(C(F)(F)F)n1
  -11.1, 10.4, -12.8, -10.8, -24.6, -1.9, -1.7, -19.1
- Cc1nn(-c2ccccc2)c(C)c1/C=C/C(=O)OC(C)C(N)=O (stereo unspecified)
  -12.7, -28.8, 13.8, 2.4, 0.3, 3.7, 1.1, 10.4
- Cc1onc(-c2c(Cl)cccc2Cl)c1C(=O)c1c[nH]c(C(=O)NCC2CCCO2)c1 (stereo unspecified)
  -3.7, 9.6, -2.6, -31.6, -4.4, -2.9, -1.7, 28.4

# Screening results deposited in PubChem by Sanford-Burnham Center for Chemical Genomics.
